Screens as filed in PubChem BioAssay.
Tat transport: blocks Tat-dependent protein export in E. coli; E. coli MC4100 TorA-mCherry Tat export, fluorescence; inhibition, % at 10 µM; 340,000 compounds, 0.036% hits; AID 488895;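 active = mean replicate inhibition at least 50% and at least half of replicates individually reaching 50%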;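 also: exported cargo escapes ClpAP degradation while cytoplasmic cargo is degraded and loses fluorescence; 0% = median of neutral control wells and 100% = median of NaSCN control wells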
MOR-DOR inv ag: mu-delta opioid heterodimer inverse agonism. cell-based MOR-DOR heterodimer luminescence. 340,000 compounds, 0.21% hits. P35372+P41143. inhibition, % at 9.3 µM; in the data active = inhibition above about 22%, passing the limit was not always enough;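 also: 0% = cells with DMSO and 100% = wells without cells with DMSO; values of inactives mirror those of a sister screen read the other way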
Target sequence (P35372 whole entry, looked up): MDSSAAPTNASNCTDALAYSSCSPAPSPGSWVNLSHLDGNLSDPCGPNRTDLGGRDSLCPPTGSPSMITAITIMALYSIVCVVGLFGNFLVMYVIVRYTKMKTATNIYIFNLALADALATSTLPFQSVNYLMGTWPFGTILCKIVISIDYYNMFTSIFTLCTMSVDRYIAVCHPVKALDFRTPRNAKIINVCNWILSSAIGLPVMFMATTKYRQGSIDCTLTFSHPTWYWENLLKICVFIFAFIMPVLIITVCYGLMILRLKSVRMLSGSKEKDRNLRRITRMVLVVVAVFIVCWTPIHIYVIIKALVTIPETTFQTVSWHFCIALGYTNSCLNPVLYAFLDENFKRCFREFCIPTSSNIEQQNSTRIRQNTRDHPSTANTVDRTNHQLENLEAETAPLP
Target sequence (P41143 whole entry, looked up): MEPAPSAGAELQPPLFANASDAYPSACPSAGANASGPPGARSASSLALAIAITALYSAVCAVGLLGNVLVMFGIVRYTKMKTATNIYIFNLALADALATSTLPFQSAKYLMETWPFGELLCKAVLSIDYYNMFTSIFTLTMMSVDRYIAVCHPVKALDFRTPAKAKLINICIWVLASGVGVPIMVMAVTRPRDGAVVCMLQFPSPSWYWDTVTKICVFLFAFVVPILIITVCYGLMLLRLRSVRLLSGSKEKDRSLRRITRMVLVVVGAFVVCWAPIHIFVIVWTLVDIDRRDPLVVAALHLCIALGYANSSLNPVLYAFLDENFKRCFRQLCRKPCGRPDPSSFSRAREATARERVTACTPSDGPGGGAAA
PKA-R2B activ: activators of human PKA-R2B complex; PKA-R2B holoenzyme dissociation, Cy5-IP20 fluorescence polarization; R2B truncated from residue 108, S112A mutant; 0% DMSO only, 100% 113 µM cGMP; activation, % at 11.4 µM; 340,000 compounds, 0.079% hits; P22694+P31323; AID 504700;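 active = activation above a cutoff set at the mean over all compounds plus 3 SD, cut at about 18% in these data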;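 also: higher means more holoenzyme dissociation and a rise in polarization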
PfHsp90 yeast 2: inhibits growth of yeast expressing Plasmodium falciparum Hsp90; S. cerevisiae expressing PfHsp90, BacTiter-Glo ATP, 48 h; yeast lacking PDR1 and PDR3 efflux regulators; inhibition, % at 9.4 µM; 310,000 compounds, 0.32% hits; AID 504621;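 active = every replicate shows inhibition above about 80%, whatever the replicate mean, limit read from the data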;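 also: 0% = DMSO neutral controls and 100% = 20 µM radicicol positive controls; yeast relying on Plasmodium falciparum Hsp90 in place of its own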
HTR5A inv ctr: counter-screen for OPRM1-OPRD1 inverse agonists: human HTR5A inverse agonism; P47898; HTR5A cell line, luminescence; inhibition, % at 9.3 µM; 340,000 compounds, 0.083% hits; in the data active = inhibition mostly above about 23%, no sharp cut-off; inactive = mostly below about 18%;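 also: 0% = cells with DMSO and 100% = no-cell wells with DMSO; some compounds called inactive have numbers as strong as hits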
AddAB inh: less growth of phage-infected E. coli with AddAB | E. coli expressing H. pylori AddAB, absorbance growth | inhibition, % at 11.9 µM | 330,000 compounds, 0.29% hits; in the data active = inhibition above about 12%;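 also: 0% = vehicle wells of infected cells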
MOR-DOR ag: OPRM1-OPRD1 heterodimerization agonism; 340,000 compounds, 0.3% hits; activation, % at 9.3 µM; cells, luminescence; P35372+P41143; in the data active = activation above about 18%;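 also: 0% = vehicle-treated cells and 100% = reference agonist; values of inactives mirror those of a sister screen read the other way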
Ecoli viability: counter-screen for AddAB inhibitors: E. coli growth inhibition | inhibition, % at 11.9 µM | E. coli V3065 growth, OD600 absorbance, 18 h | 330,000 compounds, 0.27% hits;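 active = inhibition above the campaign's mean inhibition across all tested compounds plus 3 SD, cut at about 9.9% in these data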;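 also: uninfected addAB+ strain grown without phage in ampicillin broth; 0% = DMSO wells and 100% = ciprofloxacin 0.95 µg/ml wells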
PKA-R1A activ: activates the PKA-R1A holoenzyme complex. 340,000 compounds, 0.083% hits. P00514+P68181. AID 504707. PKA-R1A dissociation, Cy5-IP20 fluorescence polarization; scaled: DMSO 0%, 113 µM cGMP 100%. activation, % at 11.4 µM;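 active = percent activation above the mean of all tested compounds plus 3 SD, cut at about 19% in these data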;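 also: higher means more PKAc released from R1A so a rise in polarization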
SUMO Mot1 rescue: inhibitors of SUMOylation pathway: yeast Mot1-301 growth rescue | AID 2716 | 320,000 compounds, 1% hits | S. cerevisiae Mot1-301 growth rescue, ATP luminescence, 38.5C; percent above DMSO median, 100 means doubled | growth rescue, % at 18.8 µM;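 active = every valid replicate shows activation above 250% relative to neutral control wells; inactive = the rest, any valid replicate at or below 250%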;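 also: OY570 slx delta 5 strain wells were the positive control but not used for scaling; some compounds called inactive have numbers as strong as hits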
phage Ecoli inh: E. coli growth loss with phage present; growth absorbance; inhibition, % at 11.9 µM; 360,000 compounds, 0.26% hits; in the data active = inhibition above about 11%
The depositor's hits bear a star; x = no result given.

SMILES	Tat transport	MOR-DOR inv ag	PKA-R2B activ	PfHsp90 yeast 2	HTR5A inv ctr	AddAB inh	MOR-DOR ag	Ecoli viability	PKA-R1A activ	SUMO Mot1 rescue	phage Ecoli inh
O=C(Nc1ccccc1)N1CCN(CCc2ccccc2)CC1	5	11	-12	-2	-2	0.8	-2.3	-1.4	-18	392*	0.3
COC(=O)c1ccccc1Sc1c(/C=N/OCc2ccc(Cl)cc2)c(C(F)(F)F)nn1C	-5	-4	-1	-9	-4	0.5	0.7	-0.2	7	6	-1.3
COc1ccccc1C(=O)NCCC(=O)NCC1CCCCC1	-2	15	2	-3	13	-0.7	-3.0	2.2	-5	-25	3.8
CCOc1ccccc1NC(=O)COC(=O)C1CCC(=O)N1 (stereo not drawn)	0	15	-8	1	-19	-0.2	-2.8	1.5	2	1	1.2
CCc1c(C)nc(N2CCOCC2)[nH]c1=O	-2	1	3	-5	-3	1.3	-0.1	1.9	0	-18	4.0
O=C(Nc1ccc(-c2nnco2)cc1)c1ccccc1	3	7	10	-1	-12	2.1	-1.2	-0.8	3	13	-2.7
O=C(CC(=O)Nc1cc(Cl)ccc1Cl)Nc1cc(Cl)ccc1Cl	2	-20	-6	-35	-16	-2.9	4.3	-4.2	-3	-7	1.2
O=C(CCN1C(=O)COc2ccccc21)NCCCN1CCCC1	-4	15	13	2	-9	2.7	-3.0	-2.2	5	1	2.7
Cc1c(CC(=O)NCCCC(=O)O)c(=O)oc2cc3c(cc12)CCC(C)(C)O3	-5	9	8	-24	4	0.1	-2.1	1.1	-3	-11	1.7
Cn1c(=O)cc(SCC(=O)NCCN2CCN(c3ccccc3F)CC2)c2cc(Cl)ccc21	4	2	9	x	27	-0.3	-0.5	-3.5	-1	49	-0.3
C[C@H](NC(=O)c1nc[nH]c1C(=O)N[C@H](C)c1ccccc1)C(=O)OCc1ccccc1	16	-38	-2	17	-11	1.3	6.8	-1.9	-5	10	3.1
COc1cccc(CN2CCN(Cc3ccc4c(c3)OCCO4)CC2CCO)c1 (stereo not drawn)	1	10	6	-16	3	2.0	-2.0	-1.6	-8	-12	1.4
O=C(CCc1nnc(Cc2c[nH]c3ccccc23)o1)NC1CCCC1	-7	-7	-2	-26	-12	1.0	1.5	-2.3	-7	-5	0.8
COc1ccc(OCc2nn3c(Cn4cnc5ccccc54)nnc3s2)cc1	-3	-3	-2	3	-13	4.0	0.6	0.7	-14	-8	2.4
COc1ccccc1CNC(=O)COC(=O)/C=C/c1ccc2c(c1)OCO2	-2	1	11	3	0	1.0	-0.1	1.5	12	0	3.8
COCCn1c(SCC(=O)NCc2ccc3c(c2)OCO3)nc2ccccc2c1=O	-5	16	-7	11	8	2.2	-3.1	0.8	-2	-3	2.8
Clc1nn2cnnc2c2ccccc12	-1	3	-1	10	-8	0.7	-0.5	1.9	5	x	1.9
CCN(CC(=O)NCc1ccncc1)S(=O)(=O)c1cc(Cl)ccc1Cl	3	17	-1	-23	-1	2.1	-3.2	0.3	1	2	-0.2
NS(=O)(=O)c1ccc(NC(=O)c2ccc(S(=O)(=O)N3CCCCC3)cc2)cc1	-3	4	-4	-16	14	3.0	-1.0	3.7	-4	13	0.2
CC(NC(=S)Nc1ccc(Cl)cc1)C(c1ccccc1)N1CCOCC1 (stereo not drawn)	-3	-10	-12	-7	-7	4.8	1.4	0.9	-12	96	4.8
Cc1c(C(=O)N2CCCC2)sc(NC(=O)c2cccs2)c1C#N	1	4	12	-2	-7	-1.6	-0.7	-1.6	3	4	0.3
N=c1c(C(=O)NCc2ccco2)cc2c(=O)n3ccccc3nc2n1C1CCCC1	-14	-42	4	6	-32	3.2	5.2	1.7	-2	16	-0.2
CCn1nc(NC(=O)C(C)C)c2cc3cccc(C)c3nc21	-4	-18	-7	-10	-41	-0.2	3.9	-0.6	-5	-7	-1.9
O=C(CSc1nnc(-c2ccc(Cl)cc2Cl)n1C1CCCCC1)NC1CCS(=O)(=O)C1 (stereo not drawn)	0	-93	-3	1	1	-2.1	16	-0.2	-4	7	0.4
CCOc1ccc(-n2c(O)c(/C=N/Nc3nc(C)cc(C)n3)c3ccccc3c2=O)cc1	-4	3	7	24	-2	-0.1	-0.5	-1.1	0	x	0.3
CCc1nnc2n1N=C(c1ccc(Cl)cc1Cl)CS2	-1	10	8	-11	2	2.8	-1.6	0.4	1	2	2.0
CN1C[C@@H]2[C@@H]3C(=O)N(C)C(=O)[C@@H]3[C@](C)(C1=O)N2C(=O)c1ccc(Br)cc1	-4	17	-9	7	-16	x	-3.0	x	-5	x	1.7
OCCc1c[nH]c2cc(F)ccc12	-4	3	-4	0	8	4.2	-0.5	1.2	2	566*	3.3
COc1ccc2c(CC(=O)OCc3nc4ccsc4c(=O)[nH]3)coc2c1	0	9	-6	1	1	-0.5	-1.8	-3.2	5	-6	3.2
CCOc1ccc(NC(=O)CCC(=O)NNC(=O)c2ccco2)cc1	9	-19	0	-9	-17	3.3	4.1	-2.6	-4	2	4.1
CCn1c(CNc2ccc(F)cc2)nnc1SCCN1CCCCC1	4	12	-7	x	-12	-1.3	-2.1	-1.9	4	-5	4.2
O=C(NCCCn1ccnc1)c1cc2ccccc2oc1=O	-13	-3	5	60	-1	1.8	0.5	2.5	14	1	2.7
Cc1nc(N2C(=O)C(=O)/C(=C(/O)c3ccccc3)C2c2ccco2)sc1C (stereo not drawn)	3	15	1	-12	-16	-1.2	-2.7	-1.9	1	-2	1.6
CCOC(=O)C(C)Oc1ccc(C2NC(=O)NC(C)=C2C(C)=O)cc1Br (stereo not drawn)	-2	0	-2	-24	-10	0.8	0.0	0.6	5	2	-2.7
C=C1CC2C(=O)N(Cc3ccccc3)C(C(=O)OCC)(C(=O)OCC)C1N2C(=O)OC(C)(C)C (stereo not drawn)	11	1	-3	-22	-6	1.9	-0.1	-1.0	-18	-5	3.7
CCCc1nnc(-c2ccc(OC)cc2)o1	-2	12	2	12	7	1.9	-2.4	-2.6	0	-12	2.0
COc1cc(C(=O)NCC(=O)N/N=C/c2ccc(-c3ccc([N+](=O)[O-])cc3)o2)cc(OC)c1OC	13	-11	-8	-32	-5	1.4	1.6	-2.7	-7	6	-1.4
CCOc1ccc(C2C(C(=O)O)CCC(=O)N2C2CCCCC2)cc1 (stereo not drawn)	9	16	0	0	-9	1.4	-3.2	-1.4	-4	-17	3.6
CCOC(=O)CCn1c2nc(C)cc(C)c2c(=O)n1-c1ccccc1	4	7	3	6	-5	0.8	-1.1	-0.4	12	117	2.0
C=CCn1cc(CN2CCC(C(=O)Nc3cccc(-c4cccc(Cl)c4)c3)CC2)c(C)n1	0	-17	4	-13	1	2.0	3.3	-2.0	1	-38	-0.9

Reformatted comma-delimited: entries from further up
structure,Tat transport,MOR-DOR inv ag,PKA-R2B activ,PfHsp90 yeast 2,HTR5A inv ctr,AddAB inh,MOR-DOR ag,Ecoli viability,PKA-R1A activ,SUMO Mot1 rescue,phage Ecoli inh
CCn1c(CNc2ccc(F)cc2)nnc1SCCN1CCCCC1,4,12,-7,x,-12,-1.3,-2.1,-1.9,4,-5,4.2
O=C(NCCCn1ccnc1)c1cc2ccccc2oc1=O,-13,-3,5,60,-1,1.8,0.5,2.5,14,1,2.7
Cc1nc(N2C(=O)C(=O)/C(=C(/O)c3ccccc3)C2c2ccco2)sc1C (stereo not drawn),3,15,1,-12,-16,-1.2,-2.7,-1.9,1,-2,1.6
CCOC(=O)C(C)Oc1ccc(C2NC(=O)NC(C)=C2C(C)=O)cc1Br (stereo not drawn),-2,0,-2,-24,-10,0.8,0.0,0.6,5,2,-2.7
C=C1CC2C(=O)N(Cc3ccccc3)C(C(=O)OCC)(C(=O)OCC)C1N2C(=O)OC(C)(C)C (stereo not drawn),11,1,-3,-22,-6,1.9,-0.1,-1.0,-18,-5,3.7
CCCc1nnc(-c2ccc(OC)cc2)o1,-2,12,2,12,7,1.9,-2.4,-2.6,0,-12,2.0
COc1cc(C(=O)NCC(=O)N/N=C/c2ccc(-c3ccc([N+](=O)[O-])cc3)o2)cc(OC)c1OC,13,-11,-8,-32,-5,1.4,1.6,-2.7,-7,6,-1.4
CCOc1ccc(C2C(C(=O)O)CCC(=O)N2C2CCCCC2)cc1 (stereo not drawn),9,16,0,0,-9,1.4,-3.2,-1.4,-4,-17,3.6
CCOC(=O)CCn1c2nc(C)cc(C)c2c(=O)n1-c1ccccc1,4,7,3,6,-5,0.8,-1.1,-0.4,12,117,2.0
C=CCn1cc(CN2CCC(C(=O)Nc3cccc(-c4cccc(Cl)c4)c3)CC2)c(C)n1,0,-17,4,-13,1,2.0,3.3,-2.0,1,-38,-0.9

The list continues:
SMILES	Tat transport	MOR-DOR inv ag	PKA-R2B activ	PfHsp90 yeast 2	HTR5A inv ctr	AddAB inh	MOR-DOR ag	Ecoli viability	PKA-R1A activ	SUMO Mot1 rescue	phage Ecoli inh
CCOC(=O)N1CCN(C(=O)CCn2nc(-c3ccccc3)ccc2=O)CC1	1	1	-2	-6	5	2.7	-0.1	0.0	1	-2	2.9
COc1ccc(NC(=O)C2CCN(S(=O)(=O)c3cccc4nonc34)CC2)cc1	0	-4	2	9	9	-1.4	0.7	-3.2	13	77	3.6
Cc1ccc(NC(=S)NC(=O)c2ccc(F)cc2)cc1S(=O)(=O)Nc1cccc(Cl)c1	-7	-12	2	-13	5	-0.8	2.4	0.6	-1	x	2.5
Nc1ccc(Br)c2cccnc12	2	-48	-14	x	5	-5.1	9.2	-3.4	6	-1	-1.5
CCC(C)NC(=O)c1cc(-c2ccc3c(c2)OCO3)on1 (stereo not drawn)	1	5	-11	-7	7	0.8	-1.0	0.5	-2	9	0.7
Fc1ccccc1-c1nc(N2CCCCC2)c2ccccc2n1	-4	-24	-6	-4	-18	3.2	4.6	0.0	7	1	1.8
O=C(Nc1ccc2c(c1)OCCO2)C1CCN(c2ncccn2)CC1	0	16	1	9	-4	3.3	-2.8	0.3	-9	-11	1.9
O=C(c1ccc(C#CC2(O)CCCCC2)cc1)N1CCN(C(c2ccccc2)c2ccccc2)CC1	-8	-13	-13	x	18	-0.6	2.7	-0.2	-18	-3	-1.5
Cc1ccc(NC(=O)c2cccc(S(=O)(=O)N3CCN(c4ccc(F)cc4)CC3)c2)nc1	-3	-11	-2	23	-50	2.0	1.7	2.5	-2	-13	1.5
Cc1cc(C)cc(C(=O)Nc2ccc(N3CCCC3)cc2)c1	0	11	-6	-13	3	-1.8	-2.5	-0.2	3	29	5.3
COC(=O)C1=CN(Cc2cccs2)C=C(C(=O)OC)C1c1ccc(OC)cc1OC	16	-2	-5	22	-4	3.1	0.3	-1.9	-2	-18	4.5
CC(=O)c1ccc(NS(=O)(=O)c2cccc(C(=O)Nc3ccccc3C(=O)O)c2)cc1	31	6	-6	-13	4	4.7	-1.3	-1.0	-13	-4	3.2
CCC1(C)Cc2ccccc2-c2[nH][nH]c(=O)c21 (stereo not drawn)	-10	10	-6	-19	1	-1.6	-1.9	-3.6	9	-7	0.8
